ALOX15B inhib = 15-hLO-2 (ALOX15B) enzyme inhibition; O15296; purified 15hLO-2, xylenol orange hydroperoxide absorbance; Potency, µM (top dose mostly 57.1 µM), for the others: at the highest dose activity change, negative = inhibition, hits mostly inhibitors; actives 0.56% (n = 110,000); further: potency means the concentration at half of the fitted maximal effect; nearly all actives have a fitted effect of over 60% in size; many of its hits are not listed in these tables
Target sequence (O15296 whole entry, looked up): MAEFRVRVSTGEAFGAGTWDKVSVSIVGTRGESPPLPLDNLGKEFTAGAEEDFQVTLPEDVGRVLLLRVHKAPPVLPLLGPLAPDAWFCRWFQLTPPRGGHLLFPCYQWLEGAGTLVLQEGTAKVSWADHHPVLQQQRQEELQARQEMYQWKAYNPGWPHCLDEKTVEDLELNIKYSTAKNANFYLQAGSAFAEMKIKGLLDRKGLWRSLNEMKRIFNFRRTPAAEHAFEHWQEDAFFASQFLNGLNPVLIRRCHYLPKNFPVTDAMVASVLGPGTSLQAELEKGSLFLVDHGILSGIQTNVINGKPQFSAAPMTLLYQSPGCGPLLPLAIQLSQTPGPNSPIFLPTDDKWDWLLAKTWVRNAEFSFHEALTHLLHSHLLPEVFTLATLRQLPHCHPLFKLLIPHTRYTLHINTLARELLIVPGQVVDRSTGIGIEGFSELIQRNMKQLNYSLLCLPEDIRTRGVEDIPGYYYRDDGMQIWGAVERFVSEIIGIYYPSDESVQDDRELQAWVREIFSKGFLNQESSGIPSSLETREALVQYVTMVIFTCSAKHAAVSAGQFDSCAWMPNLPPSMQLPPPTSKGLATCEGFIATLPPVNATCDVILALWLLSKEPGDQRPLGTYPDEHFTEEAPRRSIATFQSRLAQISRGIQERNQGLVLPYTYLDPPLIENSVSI
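Read-out: hydroperoxide product oxidises ferrous iron, measured as xylenol orange complex via the 573-to-405 nm absorbance ratio after 30 min. Reaction: 50 nM enzyme, 15 min compound preincubation, 45 uM arachidonic acid, 90 min RT, Hepes pH 7.5 with Triton X-100.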
IMPase inh = membrane-permeable compound that blocks inositol monophosphatase. CHO-M1 cells, IP1 accumulation, HTRF TR-FRET ratio. inhibition (IP1 accumulation), % at 46.1 µM. 120,000 tested, under 10 active. AID 901; active means well fitted curve in the direction sought with a large enough effect in the signal ratio, not every such curve was filed as active; inconclusive means small, poorly fitted or top-dose-only effect, or a change in a side signal; inactive means no such curve, though single readings can be large or run the other way; the % refers to the signal ratio;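 further: cells stimulated with carbachol in lithium chloride buffer; plate controls were DMSO basal wells for no effect and reference inhibitor wells for full effect; higher means more IMPase inhibition seen as more IP1 and lower FRET ratio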
Target sequence (P97697 whole entry, looked up): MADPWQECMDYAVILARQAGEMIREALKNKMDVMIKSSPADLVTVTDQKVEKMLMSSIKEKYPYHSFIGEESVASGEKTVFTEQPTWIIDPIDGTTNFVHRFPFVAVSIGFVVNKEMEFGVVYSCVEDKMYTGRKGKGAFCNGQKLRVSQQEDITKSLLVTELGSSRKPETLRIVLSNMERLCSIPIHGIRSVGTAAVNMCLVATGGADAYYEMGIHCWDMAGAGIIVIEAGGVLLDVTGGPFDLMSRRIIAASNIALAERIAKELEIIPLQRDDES
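Seeded CHO-M1 cells were dosed with compound at up to 46 uM, stimulated with carbachol for 30 min, then lysed in IP-One detection reagents. Higher IP1 lowers the TR-FRET signal.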
12-hLO inh = inhibitors of human 12-lipoxygenase (ALOX12). Potency, µM (titrated, usually from 57.1 µM), inactives show at the highest dose activity change, negative = inhibition, usual class: inhibitors. AID 1452. P18054. purified 12-hLO, xylenol orange hydroperoxide absorbance. actives 0.12% (n = 150,000); further: potency means the concentration at half of the fitted maximal effect; nearly all actives have a fitted effect of over 55% in size; many of its hits are not listed in these tables
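150 nM 12hLO, 25 mM Hepes pH 7.0 + 0.01% Triton X-100; cpd preinc 15 min RT; 40 uM arachidonic acid, 30 min RT; Fe-XO 30 min; A573/A405 ratio as read-out.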
PNC assembly inh = perinucleolar compartment assembly inhibition; AID 2417; PC3M PTB-GFP, PNC prevalence imaging, 16 h; hits give low values; activity change (PNC), negative = inhibition, % at 10 µM; actives 3.1% (n = 140,000);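 active means readout at or below -70, meaning at least 70% loss of cells showing the perinucleolar compartment, a nuclear body marking cancer cells; inconclusive means readout between -30 and a set limit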;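 further: plate controls were DMSO wells for no effect and camptothecin positive control wells for full effect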
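Compounds are pinned in duplicate onto adhered PC3M cells stably expressing GFP-tagged PTB and incubated 16 h at 37 C. Cells are then fixed, nuclei stained with Hoechst, and PNC-positive cells counted.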
Starred values were filed as active, the others as inactive; ? = inconclusive; nt = no result given; [ ] = dose if it differs, or a comment. Unless noted, the call rests on the fitted dose curve; in most records, active means well fitted curve in the direction sought with a large enough effect; inconclusive means small, poorly fitted or top-dose-only effect, or another doubt; inactive means no such curve, though single readings can be large; an effect the other way counts as inactive or inconclusive. Unless noted, on the % scale 0 is the no-effect control and ±100 the full control effect. This is a subset. The share of hits here may be higher or lower than overall.

Every second line gives: ALOX15B inhib, IMPase inh, 12-hLO inh, PNC assembly inh
O=C(NCc1ccco1)C1CC(c2c(Cl)cccc2Cl)=NO1 (centres undefined)
→ -15.8%, 9.2, -0.1%, 1.1
COc1cc(/C=C/C(=O)OCC(=O)NC(=O)NC23CC4CC(CC(C4)C2)C3)ccc1OCC#N
→ nt, nt, -1.4%, ?
Cc1ccc(C(=O)NC(=S)Nc2ccc(Oc3ccc(Cl)cc3)cc2)cc1
→ 12.6µM*, 16.6, -7.6%, 23.0
CCSc1nnc(NC(=O)C2CCN(S(=O)(=O)c3ccccc3C(F)(F)F)CC2)s1
→ nt, nt, 0.6%, ?
O=C(Nc1ccc2nc(-c3cccs3)[nH]c2c1)c1ccco1
→ nt, nt, 1.1%, -25.1
Cc1ccc(NC(=O)N(Cc2cccs2)Cc2cc3cc4c(cc3[nH]c2=O)OCO4)cc1
→ nt, -7.4, -3.2%, 34.3
CCOc1cc(S(=O)(=O)NCC2OCCc3ccccc32)c(OCC)cc1-n1cnnn1 (centres undefined)
→ -8.2%, 2.9, -3.5%, 25.9
CCOC(=O)c1nn(-c2cccc(OC)c2)c2nc(CC)c(C#N)c(=O)n12
→ nt, nt, -0.1%, -109.0*
COc1ccc2nc(C)cc(SCC(=O)NNC(=O)COc3cccc4ccccc34)c2c1
→ nt, 12.1, -3.2%, ?
CCOCCn1c(CN2CCN(CC)CC2)nc2c1c(=O)n(C)c(=O)n2C
→ nt, nt, 4.7%, 22.4
COc1cccc(-c2nc(CS(=O)(=O)CC(=O)N3CCN(C4CCCCC4)CC3)c(C)o2)c1
→ 2.1%, -9.3, -0.5%, -2.2
O=C(Nc1ccc2c(c1)CCC2)C1CCN(c2c3c(nc4ncnn24)CCC3)CC1
→ 1.4%, 0.4, -9.3%, 19.4
Cc1cccc(/C=N/NC(=O)c2cc3c(s2)-c2ccccc2CC3)c1
→ 6.0%[11.4 µM], 8.9[1.84 µM], -4.0%, 3.5
CC(C)(C)c1cc(C(=O)O)c(CN2CCCCC2)o1
→ 4.0%, 1.9, 5.1%, 84.0
O=C1CN(c2nc(-c3ccccc3)c3cc(Cl)ccc3n2)c2ccccc2N1
→ nt, -2.8, 0.7%, ?
Cc1cc(=O)n(C)c(=O)n1CCCCCCOc1cccc([N+](=O)[O-])c1
→ nt, nt, -1.0%, 145.5
Cn1c(=O)oc2cc(S(=O)(=O)NCc3ccccc3)ccc21
→ -1.4%, 3.2, 5.8%, ?
CCc1nnc(NC(=O)C(C)Sc2ccccc2)s1 (centres undefined)
→ -3.3%, 1.8, -1.5%, -28.9
O=C(O)CCCC(=O)Nc1nc(-c2ccc(F)cc2)cs1
→ -0.4%, 3.1, -16.1%, 4.8
COC(=O)c1cccc(NC(=O)Cn2nnc3ccccc32)c1
→ 1.4%, 5.5, -0.6%, ?
Cc1ccc(S(=O)(=O)C(C#N)c2nc3ccccc3nc2N2CCC(C)CC2)cc1 (centres undefined)
→ ?, 9.3, ?, -20.6
CSc1ncc2c(n1)-c1cc(C)ccc1SC2
→ -3.7%, 2.2, -3.3%, ?
Cc1cc(-n2c(SCCC#N)nnc2-c2cccnc2)ccc1Cl
→ 13.5%, -21.4, 2.2%, -3.2
c1ccc(Cn2c(CN3CCCC3)nc3ccccc32)cc1
→ 57.8%[activator], 6.8, -1.2%, ?
CC(=O)N[C@H](Cc1c[nH]c2ccccc12)C(N)=O
→ -5.6%, nt, -6.0%, nt
O=C(NNS(=O)(=O)c1ccccc1[N+](=O)[O-])c1cccc(Cl)c1
→ nt, nt, -3.4%, 42.2
OC1=C(O)c2nc3ccccc3nc21
→ -6.4%, -4.0, 1.9%, 0.4
CC1=C(C(=O)Nc2ccc(Cl)cc2)C2(CCCCC2)C(C(N)=O)C(=S)N1 (centres undefined)
→ nt, -8.6, -25.6%, ?
C=CCn1c(SCc2cc(=O)n3ccsc3n2)nnc1C1CCCCC1
→ -15.0%, 9.9, -5.3%, ?
Cc1cc(C)n(-c2nc3ccccc3c(=O)n2OCCOc2ccccc2)n1
→ nt, -6.0, -3.2%, 25.2
O=c1oc2c(CN3CCCCCC3)c(O)ccc2cc1-c1nc2ccccc2[nH]1
→ -7.6%, -16.6, -17.0%, -10.5
COc1cc(CNC(=O)OCC(C)C)cc(OC)c1OC
→ 0.2%, 16.3, -2.0%, ?
O=C1N/C(=C/c2cccn2-c2ccccc2)C(=O)N1c1cccc(Cl)c1
→ nt, nt, -4.4%, 9.8
c1coc(CNCCCN2CCOCC2)c1
→ 1.1%, -0.9, -5.5%, 21.2
CS(=O)(=O)N1CCCC(C(=O)NCCc2ccccc2)C1 (centres undefined)
→ -1.6%, 5.6, 1.0%, -2.2
CN(C)S(=O)(=O)N1CCN(C(=O)N(c2ccccc2)c2ccccc2)CC1
→ -4.2%, 5.7, 0.9%, ?
COc1ccc2c(c1)CCc1c(C(=O)N3CCCC3)noc1-2
→ -8.9%, ?, -7.1%, ?
Cc1ccc(Oc2nsnc2N2CCOCC2)cc1
→ -2.7%, -5.7, -6.4%, 3.5
O=C(Cc1ccc(Cl)cc1)Nc1ccccc1Sc1ccccc1
→ nt, nt, -0.3%, 54.9
COCc1c(C(N)=O)nnn1-c1nonc1N
→ -3.7%, -1.8, -1.2%, ?
O=C(Nc1ncnc2sc3c(c12)CCCCC3)c1ccc(F)cc1
→ 4.9%, -2.3, 1.2%, 7.6
CCn1c(SCC(=O)Nc2ccccc2-c2ccccc2)nnc1-c1ccoc1C
→ 0.6%, -6.9, -4.5%, -12.2
CNc1ncnc2c1ncn2[C@H]1C[C@@H](OP(=O)(O)O)[C@H](COP(=O)(O)O)O1
→ 2.5%, -1.9, -4.2%, nt
CCNC(=O)COC(=O)c1ccc(S(=O)(=O)N2CCCCCC2)cc1
→ 13.2%, 3.7, -6.6%, -29.7
CNC/C(Cl)=N/S(=O)(=O)c1ccc(C)cc1
→ -7.6%[11.4 µM], nt, 2.9%[11.4 µM], nt
COc1ccc(-n2c(CCc3ccccc3)nnc2SCC(=O)c2ccc(Cl)cc2)cc1
→ nt, -8.2, 0.4%, -14.7
NC(=NCCc1c[nH]c2ccccc12)NS(=O)(=O)c1ccc(F)cc1
→ nt, nt, 0.5%, -25.5
Cc1occc1C(=O)Nc1c(F)cc(F)cc1Br
→ 1.0%, -6.0, -4.7%, -3.1
CCn1c(=O)c([N+](=O)[O-])c(N2CCOCC2)c2ccccc21
→ nt, nt, -1.6%, ?
O=C1CCN1C1(C(=O)NC2CCCCC2)CCCC1
→ nt, nt, -0.5%, ?

New compounds follow.
Every second line gives: ALOX15B inhib, IMPase inh, 12-hLO inh, PNC assembly inh
COc1cccc(NC(=S)/C(=C(\[O-])c2ccc(C)c([N+](=O)[O-])c2)[n+]2ccccc2)c1
→ -17.7%, -3.5, -10.4%, 53.7
CCOC(=O)c1ccc(CNC(=O)C2CCCCC2C(=O)OCC(F)(F)F)o1 (centres undefined)
→ nt, ?, 2.5%, 59.1
O=c1c2ccccc2n2cnnc2n1-c1ccccc1
→ -3.2%, -0.8, 0.5%, 13.8
COC(=O)c1sc(NC(=O)c2ccco2)nc1C
→ -7.5%, -3.1, -1.3%, 11.1
O=C(NCCc1csc(-c2cccnc2)n1)c1cccc2ccccc12
→ -1.3%, 1.1, -0.8%, 23.2
O=C(CSc1oc(-c2ccc(F)cc2)nc1S(=O)(=O)c1ccccc1)NCC1CCCO1 (centres undefined)
→ nt, 2.0, -4.7%, -118.9*
COc1cc2c(cc1OC)C(c1ccccc1)=NCC2
→ nt, nt, -0.9%, 10.8
Cc1ccc(SCC(=O)n2nc(C)cc2C)cc1
→ nt, nt, -2.5%, 1.6
CNC(=O)CN1C(=O)c2ccccc2S1(=O)=O
→ 2.8%, 4.9, -1.1%, 9.1
O=C(Nc1nc(-c2cccnc2)cs1)c1ccc(S(=O)(=O)N2CCOCC2)cc1
→ -4.4%, 8.6, -5.9%, -14.0
COc1cc(C(=O)Nc2ccc(S(=O)(=O)NC(C)C)cc2)cc(OC)c1OC
→ -1.6%, 2.0, 2.6%, -19.5
COC(=O)c1cc2sccc2n1Cc1nc(-c2ccc(OC)cc2)oc1C
→ 15.6%, 11.6, 1.4%, 26.6
CCc1nc(C)cc(N)c1OCc1ccccc1
→ 4.1%, -18.3, 5.9%, ?
Fc1ccc2c(c1)[C@H]1OCC[C@H]1[C@@H](c1ccco1)N2
→ nt, 4.8, -1.6%, 66.3
Cc1cccc(NC(=O)C(c2cccc([N+](=O)[O-])c2)N2CCCCC2)c1 (centres undefined)
→ -3.2%, 8.6, 2.3%, -0.5
COc1ccc(C(C)NC(=O)c2ccc([N+](=O)[O-])cc2)cc1OC (centres undefined)
→ nt, nt, -2.1%, ?
O=C(COc1ncnc2ccccc12)Nc1cccc(S(=O)(=O)N2CCOCC2)c1
→ nt, ?, -1.1%, -16.1
Cc1c([N+](=O)[O-])c(C(=O)Nc2ccc3c(c2)OCCO3)nn1C
→ 0.1%, 8.1, -3.9%, ?
OC(COc1ccc2ccccc2c1Cl)CN1CCOCC1 (centres undefined)
→ 16.7%, 3.2, -0.5%, 21.2
O=C(Cn1c2ccccc2c(=O)c2ccccc21)Nc1cccc(F)c1
→ nt, -10.6, -3.0%, -25.6
COc1cccc(N=Nc2c(N)[nH]n3c(=O)cc(-c4ccccc4)nc23)c1
→ -26.2%, 5.0, 3.2%, 12.4
CC1CN(C(=O)CSc2nc(-c3ccccc3)cs2)CC(C)O1 (centres undefined)
→ -15.4%, 8.5, 1.4%, 15.7
CCC(C)n1nccc1NC(=O)C(C)OC(=O)c1cc2ccccc2[nH]1 (centres undefined)
→ 0.7%, 14.0, -3.6%, 9.6
C=CCn1c(CCNC(=O)c2cccs2)nnc1SCC(=O)c1ccc(Cl)cc1
→ 2.8%, 2.7, -3.5%, 34.6
CCCCC(=O)NC1(C(F)(F)F)C(=O)Nc2c1c(=O)[nH]c(=O)n2Cc1ccco1 (centres undefined)
→ 4.9%[2.29 µM], 1.7, -1.6%, 8.6
Cc1ccc(S(=O)(=O)CC(=O)c2ccccc2)cc1
→ -1.3%, -0.1, -6.9%, 18.1
CN(CC(N)=O)S(=O)(=O)c1ccc(F)cc1
→ 6.1%, 5.4, 2.8%, -14.8
O=C(C1CCC(C(=O)N2CCc3ccccc32)CC1)N1CCc2ccccc21 (centres undefined)
→ -4.7%, 3.6, 3.0%, -23.5
O=C(Nc1ccc(S(=O)(=O)N2CCc3ccccc3C2)cc1)C1CCCO1 (centres undefined)
→ 7.7%, 21.5, -9.7%, -17.6
CCN(CC)CC(O)COc1ccc2c(c1)OCO2 (centres undefined)
→ 8.2%, 5.2, -2.0%, 40.2
CCOP(=O)(OCC)C(NC(=O)Nc1ccccc1)C(N)=O (centres undefined)
→ nt, nt, 1.6%, 16.1
Cc1ccc(-n2c(Cc3cccs3)nnc2SCC(=O)OC(C)C)cc1
→ -9.6%, 10.8, -10.5%, -6.3
CCOC(=O)N1CCC2(CC1)C(C#N)=C(N)OC1=C2C(=O)CC(C)C1 (centres undefined)
→ -8.8%, 2.6, -5.1%, -23.4
C=CCNc1nc(Cl)ncc1F
→ nt, -4.1, -5.0%, -119.3*
COC(=O)c1sc(NC(=O)Cc2cccs2)nc1C
→ -8.2%, -1.1, 4.6%, ?
CC(C)(C)N(Cc1ccccc1)C(=O)CSc1nnc(CNc2ccc(F)cc2)o1
→ -0.1%, -0.4, -11.5%, -5.2
O=S(=O)(Nc1cccnc1)c1ccc(C2CCCCC2)cc1
→ 4.5%, 6.6, -4.7%, 36.4
Clc1ccc2c(N3CCC(CCC4CCN(c5ncnc6cc(Cl)ccc56)CC4)CC3)ncnc2c1
→ -4.2%[11.4 µM], nt, 1.7%[11.4 µM], nt
Nc1ccc(C2(c3ccc(N)cc3)C(=O)Nc3ccccc32)cc1
→ nt, 8.4, 2.3%, 81.8
